# cardiac RTF act – increases calcium sensitivity of human cardiac regulated thin filaments | IANBD-labeled TnC RTF fluorescence at EC20 calcium; 0% EC20 calcium, 100% full calcium | activation, % at 7.2 µM | 340,000 compounds, 0.24% hits | AID 493008;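 active = activation above the mean over all tested compounds plus 3 SD, cut at about 30% in these data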;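 also: rise in fluorescence read as greater calcium sensitivity of cardiac thin filaments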
# Keap1 Nrf2 FP – disrupts human Keap1 binding to Nrf2 peptide; Q14145; Keap1 Kelch-Nrf2 peptide fluorescence polarization, 1536-well; inhibition, % at 9.4 µM; 340,000 compounds, 0.15% hits; in the data active = inhibition above about 12%; inconclusive = no clear call, values can overlap the other calls; inactive = below about 7.3%;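 also: human Keap1 Kelch domain with fluorescein labeled Nrf2 9mer peptide probe; 0% = neutral control wells and 100% = peptide positive control; higher means more block of Keap1 binding to Nrf2 peptide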
# DAGLB inhibitor – blocks human DAGLB lipase activity | Q8NCG7 | HEK293T DAGLB membrane lysate, EnzChek fluorogenic substrate | inhibition, % at 5.17 µM | 340,000 compounds, 0.059% hits | AID 504411; in the data active = inhibition above about 34%;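 also: 0% = enzyme with vehicle and 100% = wells lacking enzyme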
# Target sequence (Q8NCG7 whole entry, looked up): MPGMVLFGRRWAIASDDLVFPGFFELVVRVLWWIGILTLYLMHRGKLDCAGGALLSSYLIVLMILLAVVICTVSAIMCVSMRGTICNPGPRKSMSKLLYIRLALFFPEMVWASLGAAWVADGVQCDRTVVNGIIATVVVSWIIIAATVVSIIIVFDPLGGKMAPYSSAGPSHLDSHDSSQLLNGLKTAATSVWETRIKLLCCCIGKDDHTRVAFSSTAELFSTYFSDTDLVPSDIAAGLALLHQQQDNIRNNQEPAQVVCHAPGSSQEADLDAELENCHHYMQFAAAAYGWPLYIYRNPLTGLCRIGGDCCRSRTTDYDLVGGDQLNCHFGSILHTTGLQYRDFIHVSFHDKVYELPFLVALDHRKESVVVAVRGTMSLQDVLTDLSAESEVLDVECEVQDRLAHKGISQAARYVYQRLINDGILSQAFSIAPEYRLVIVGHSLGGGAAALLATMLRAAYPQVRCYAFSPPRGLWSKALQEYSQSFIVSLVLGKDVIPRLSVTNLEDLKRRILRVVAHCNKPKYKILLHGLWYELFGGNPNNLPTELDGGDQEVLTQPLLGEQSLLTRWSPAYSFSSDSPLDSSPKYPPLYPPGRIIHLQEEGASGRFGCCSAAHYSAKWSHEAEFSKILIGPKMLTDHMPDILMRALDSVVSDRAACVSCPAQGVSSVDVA
# Cardiac RTF inh – cardiac RTF calcium desensitization | P19429+P45379 | IANBD-labeled cardiac RTF, Ca2+ fluorescence | inhibition, % at 7.15 µM | 340,000 compounds, 0.12% hits;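 active = inhibition above the mean inhibition of all tested compounds plus 3 SD, cut at about 17% in these data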;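 also: assay run at fixed EC70 calcium of 1.6 mM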
# Rtt109 HAT inh – blocks Candida albicans Rtt109/Vps75 acetyltransferase activity; 330,000 compounds, 0.16% hits; inhibition, % at 34.9 µM; Q5AAJ8; purified Rtt109/Vps75, ThioGlo CoA-SH fluorescence, 4 h;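 active = inhibition of at least 50% in every replicate; inconclusive = best replicate reaches 50% inhibition but some replicates fall short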
# C-LANA FP – inhibitors of KSHV LANA C-terminal domain DNA binding; MBP-C-LANA/FAM-LBS DNA binding, fluorescence polarization; 340,000 compounds, 0.078% hits; inhibition, % at 9 µM;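 active = highest replicate inhibition at or above 60% at 9 µM, even if other replicates fall short; inactive = all replicates below 60% inhibition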;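 also: 0% = neutral control wells and 100% = 4 µM acridine orange control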
# CAL PDZ FP-1 – CAL PDZ (human) peptide binding inhibition | inhibition, % at 24.9 µM | Q9HD26 | AID 602252 | purified CAL PDZ, TMR-peptide fluorescence polarization, 1 h | 300,000 compounds, 0.92% hits;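 active = mean inhibition of at least 30% with at least half of replicates also reaching 30%; inconclusive = no clear call, values can overlap the other calls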;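 also: 0% = DMSO neutral control and 100% = excess unlabeled competitor peptide PRC23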
# PKA-R2B activ – activates the human PKA-R2B holoenzyme complex; P22694+P31323; 340,000 compounds, 0.079% hits; AID 504700; PKA-R2B holoenzyme dissociation, Cy5-IP20 fluorescence polarization; R2B truncated from residue 108, S112A mutant; 0% DMSO only, 100% 113 µM cGMP; activation, % at 11.4 µM;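 active = activation above a cutoff set at the mean over all compounds plus 3 SD, cut at about 18% in these data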;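 also: higher means more holoenzyme dissociation and a rise in polarization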
# Target sequence (P31323 whole entry, looked up, other chains not shown, the tested form may be a part): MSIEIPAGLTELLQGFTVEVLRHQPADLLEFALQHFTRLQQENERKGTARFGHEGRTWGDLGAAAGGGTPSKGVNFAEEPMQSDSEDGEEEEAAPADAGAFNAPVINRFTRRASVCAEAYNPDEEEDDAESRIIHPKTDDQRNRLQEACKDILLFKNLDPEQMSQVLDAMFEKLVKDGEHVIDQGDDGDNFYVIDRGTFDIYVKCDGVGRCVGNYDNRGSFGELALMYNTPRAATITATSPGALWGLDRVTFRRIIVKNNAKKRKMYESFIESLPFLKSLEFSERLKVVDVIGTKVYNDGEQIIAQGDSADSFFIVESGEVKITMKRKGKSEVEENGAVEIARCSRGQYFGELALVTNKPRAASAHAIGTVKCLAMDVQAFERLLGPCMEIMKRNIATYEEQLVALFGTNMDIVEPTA
# SR-BI uptake up – SR-BI HDL lipid transfer activation. CHO ldlA[mSR-BI] cells, DiI-HDL uptake fluorescence, 3 h; 100 = double the neutral-control signal. activation, % at 12.5 µM. 320,000 compounds, 0.096% hits. AID 504775;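 active = mean replicate activation of at least 60% and every replicate at or above 60%; inconclusive = mean or all-replicate condition met, but not both; inactive = mean below 60% and not all replicates reaching 60%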;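 also: 0% = median plate neutral-control signal and 100% = twice that signal; values of inactives mirror those of a sister screen read the other way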
#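 System: LDL receptor-deficient CHO ldlA cells overexpressing murine SR-BI | Timing: 3 h uptake period with compound, 37 °C | Medium: HEPES-buffered (25 mM, pH 7.4) F12 plus 0.5% BSA | Dosing: Single-point compound dose | Signal: Bottom-read fluorescence, 550/595 nm | Read-out: Retained DiI signal reflecting DiI-HDL uptake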
# CAL PDZ FP-2 – inhibitors of human CAL PDZ peptide binding. 330,000 compounds, 0.02% hits. Q9HD26. inhibition, % at 20 µM. purified CAL PDZ, TMR-peptide fluorescence polarization, 1 h. AID 504414;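 active = highest replicate inhibition of at least 40%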;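 also: plate controls were DMSO neutral control wells for no effect and unlabeled competitor peptide control wells for full effect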
#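 Material: tagged CAL PDZ protein CerCALP, purified; buffer or medium: sodium phosphate/NaCl buffer pH 7.4 with TCEP, IgG, Thesit; also added: fluorescent TMR peptide probe; schedule: 1 h incubation at room temperature before polarization reading; technique: fluorescence polarization from S- and P-plane intensities, G-factor corrected; control set: unlabelled peptide and DMSO controls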
# * = called active by the depositor; ? = inconclusive; nt = no result given; & = joins results of further samples.
SMILES,cardiac RTF act,Keap1 Nrf2 FP,DAGLB inhibitor,Cardiac RTF inh,Rtt109 HAT inh,C-LANA FP,CAL PDZ FP-1,PKA-R2B activ,SR-BI uptake up,CAL PDZ FP-2
Cc1c(C(=O)N2CCCCC2)nn(-c2ccc(Cl)cc2)c(=O)c1C#N,5,0,1,-8,3,0.3,11,-5,-11,-1.4
CCOC(=O)c1c(C)[nH]c(C)c1C(=O)COc1ncnc2ccccc12,3,-2,0,0,-4,-0.4,4,3,-6,-1.8
Cc1ccc(OCC(=O)O/N=C(\N)c2ccncc2)c(C)c1,-3,0,-5,-11,-6,0.3,-4,2,nt,-2.2
COc1ccc(CN=CC2=C(O)CNC2=O)cc1,-3,-2,1,-4,5,-0.6,14,-6,6,-1.0
CC(NC(=O)CSc1ncnc2nc[nH]c12)c1ccccc1 (stereo unspecified),-1,4,1,-6,-3,-0.1,-2,-1,11,-0.4
CCOc1ccc(S(=O)(=O)NCc2ccncc2)cc1,0,3,1,-6,7,0.8,0,2,8,0.0
CCCCCCCCNS(=O)(=O)CCNCc1ccccc1,-4,4,-6,0,7,0.6,-2,1,-7,-1.5
O=C(CCn1c(=O)oc2ccccc21)NCCC1=CCCCC1,1,-3,4,-5,-5,-2.9,5,4,nt,-0.1
CCOc1ccc(Oc2c(C)oc3cc(O)ccc3c2=O)cc1,3,-7,0,-1,-13,-3.1,nt,-6,11,-0.7
N#Cc1ccc(CSc2nnc(-c3ccncc3)o2)cc1,-3,-2,-4,7,-10,-0.2,7,-16,16,0.1
Cc1ccc(-c2nnc(SC(C)C#N)n2N)cc1 (stereo unspecified),6,-2,1,-3,3,-0.2,-2,3,20,-0.7
CNS(=O)(=O)c1ccc2c3c(cccc13)C(=O)N2,-1,-5,-1,-5,3,2.2,-4,-5,-13,-1.2
N#Cc1c(Oc2ccc3ccccc3c2)sc(C(=O)c2ccccc2)c1N,-6,-2,-3,4,-6,0.5,-4,2,-28,-2.0
COc1ccc(COC(=O)N/N=C(\C)CC(=O)Nc2ccc(Cl)cc2)cc1,4,-4,2,-6,-8,0.8,nt,8,-10,-1.1
C=CCc1ccc(OCCOCCNCCOC)c(OC)c1,-3,1,-3,-13,-2,-0.4,0,-9,3,0.0
O=C(Nc1cc(Cl)ccc1O)C1CC(c2ccccc2Cl)=NO1 (stereo unspecified),0,2,-3,5,-2,0.1,3,5,0,-0.4
CN(C)c1ccc(P(=O)(OCc2ccccc2)C(O)c2cccnc2)cc1 (stereo unspecified),5,-4,-1,-11,-17,1.5,2,-8,5,-1.2
O=C(Nc1ccc(Cc2ccncc2)cc1)c1ccc(S(=O)(=O)N2CCOCC2)cc1,-2,-1,1,1,-4,3.7,-6,10,6,-3.6
C=CCN1C(=O)SC(Cc2cccc(OC)c2O)C1=O (stereo unspecified),10,-1,-1,-4,-6,0.6,1,5,1,-3.2
COCCNC(=O)c1ccc2c(Cl)c3c(nc2c1)CCC3,-2,-2,-2,-3,11,0.1,-5,-11,19,-2.1
COc1ccc(N2CCN(CC(=O)Nc3c(C)cc(C)cc3C)CC2)cc1,3,-10,1,-2,17,-1.1,nt,-11,-13,-2.2
COc1ccc(/C=N/Nc2cc(N3CCCC3)nc(N3CCCC3)n2)cc1,4,-3,0,4,nt,-0.5,-2,6,-49,-0.7
CCOC(=O)CNC(=O)CSc1ccc(-c2nc3ccccc3[nH]2)cn1,-5,4,2,-3,-14,1.0,2,2,11,1.2
CCC(C)c1ccc(OCc2ccc(C(=O)O)o2)cc1 (stereo unspecified),3,-5,4,-8,nt,0.8,-6,1,7,-2.5
COc1ccc(NC(=S)NCc2cccs2)c(OC)c1,4,-1,0,2,nt,0.5,-1,6,-1,-2.4
CC(NC(=O)COC(=O)CCNC(=O)c1ccco1)C12CC3CC(CC(C3)C1)C2 (stereo unspecified),-1,-2,-4,5,5,0.8,-4,1,17,0.5
Cc1nn(Cc2ccccc2)c(=O)n1N(C)c1ncc(C(F)(F)F)cc1Cl,-1,1,0,-4,-12,-0.9,-1,-3,1,-6.6
O=C(NC1CC1)C1CCN(C2CCN(C(=O)/C=C/c3ccc(F)cc3)CC2)CC1,5,-5,-3,-15,3,0.5,-1,4,17,-0.6
COc1ccc(C2N(C(C)=O)CCCN2S(=O)(=O)c2ccc(C)cc2)cc1 (stereo unspecified),3,-3,-2,-4,-2,1.5,-1,-6,nt,-3.2
COC(=O)c1ccsc1NC(=O)c1ccc2c(c1)OCCO2,-1,0,-6,-5,-5,-0.5,nt,-7,1,-1.2
COc1ccc(CN=C(C#N)C2=C(O)c3ccccc3C2=O)cc1,-1,3,-4,-2,15,0.6,-2,-3,5,-0.3
CCC1CCCCN1CCNC(=O)C1CCN(S(=O)(=O)c2cccc3nsnc23)CC1 (stereo unspecified),-3,-6,1,-6,2,-1.7,-8,-6,-3,-0.3
CCOc1ccc(Br)cc1S(=O)(=O)N1CC(C)OC(C)C1 (stereo unspecified),-2,-8,0,-5,1,0.3,nt,-1,-36,-1.1
c1cncc(CNc2ncnc3ccc(-c4ccoc4)cc23)c1,0,-6,0,5,-5,2.3,-4,0,-7,-4.2
CNC(=S)N1CCN=C1Nc1nc(C)cc(C)n1,6,4,2,-4,1,0.1,5,-4,15,0.0
Cc1ccc(S(=O)(=O)Nc2ccc(O)c3cccnc23)cc1,-14,2,0,2,128*,-0.8,0,-2,1,-0.6
Cc1ccc(NC(=O)c2ccc(OC(=O)c3ccco3)cc2)cc1,-3,-2,1,-25,11,-0.2,-1,-6,1,-2.5
COC(=O)Nc1ccc2ccc3c(NC(=O)OC)ccc4ccc1c2c43,-4,-1,2,-7,-16,-0.9,nt,7,-68,0.5
Cc1cc(=O)oc2cc(OCCC[n+]3ccccc3)ccc12,6,-5,-3,-1,16,2.2,-3,-9,27,0.5
O=C(CCCOc1ccc(Cl)cc1Cl)N/N=C/c1ccco1,4,-11,-1,13,nt,0.2,2,-8,-3,-1.1
O=C(Nc1nc(-c2cccs2)c(-c2cccs2)s1)C1(c2ccccc2)CC1,0,-1,-11,0,15,-1.1,-2,-2,7,-2.8
Oc1ccc(NC(=S)Nc2ccccc2)cc1,-4&-2,6&1,-1&0,6&-2,?,-0.6&0.4,-18&1,-7&2,-21&2,-3.3&-0.1
Cc1c(C(=O)Nc2nccs2)oc2c(Cl)cccc12,-7,-2,2,-5,3,1.0,-14,-6,-29,-2.0
C/C=C/COC(=O)c1[nH]c2c(c1C)C(=O)CC(c1ccc(N(C)C)cc1)C2 (stereo unspecified),8,0,1,-6,16,0.4,nt,-6,-67,-0.4
Cc1cc(C)cc(NC(=O)C2CCN(c3cnccn3)CC2)c1,-6,0,1,-1,-1,-0.4,nt,3,0,-1.3
Cc1cc(N2CCCCC2)n2nc(C)c(-c3ccccc3)c2n1,-5,-5,-5,-8,-1,0.6,9,3,-52,-0.5
OCC1(C2=NOC(O)(C(F)(F)F)C2)CCCCC1 (stereo unspecified),2,-3,3,-6,6,-1.0,3,-6,23,-0.8
COc1cccc(CNC(C)(C)CO)c1OCc1ccc(Cl)cc1,1,-3,-1,-6,6,0.7,1,-13,11,-0.9
O=S(=O)(c1cccc2cccnc12)N1CCCCC1,-3,3,0,4,7,-2.9,-23,3,39,-3.0
O=C(Nc1ncccn1)C1CCCN1S(=O)(=O)c1ccc(Cl)c(Cl)c1 (stereo unspecified),-3,4,0,-6,-2,1.0,1,2,10,-1.4
CSc1nc2nc3c(cc2c(=O)n1-c1ccccc1C)COC(C)(C)C3,2,0,-1,-17,1,-2.8,0,2,nt,-2.5
Cc1ccsc1/C=N/NC(=O)c1cccnc1,1,-1,-4,5,0,0.0,-5,11,1,-1.1
O=c1ccn(CCOc2ccc(Cl)cc2)c(=O)[nH]1,-3,1,0,1,0,0.0,5,-8,1,-2.2
CCOC(=O)/C(C#N)=C\c1cn(C)c2ccccc12,3,-6,-6,-3,-7,0.5,-3,7,12,-2.3
O=C(NC(c1ccccc1)c1ccccc1)c1ccccc1,8,-3,-1,-11,10,0.6,-5,-4,0,-1.5
Cc1ccc2oc(=O)c3cnn(CC(=O)NCCN4CCOCC4)c3c2c1,2,-3,-4,-1,-7,0.3,nt,10,27,0.5
Cc1cc(SCC(=O)N2CCCC2=O)nc2c(C)cccc12,6,-3,2,1,-12,-1.1,0,-10,-13,-2.4
COc1ccc(C(CNC(=O)COc2ccccc2-c2ccccc2)N2CCOCC2)cc1 (stereo unspecified),4,1,1,-23,4,1.2,-2,7,17,nt
CC1Cc2ccccc2N1Cc1ccc([N+](=O)[O-])cc1 (stereo unspecified),-4,2,1,5,-7,-0.8,-3,-6,nt,-2.0
CCOc1cc(N2CCOCC2)c(OCC)cc1NC(=O)c1ccco1,1,-4,-1,6,-2,-1.1,-2,-4,-6,0.6
# (cont.)
SMILES,cardiac RTF act,Keap1 Nrf2 FP,DAGLB inhibitor,Cardiac RTF inh,Rtt109 HAT inh,C-LANA FP,CAL PDZ FP-1,PKA-R2B activ,SR-BI uptake up,CAL PDZ FP-2
Cc1ncoc1C(=O)N1CCCC(C(=O)c2cccc3ccccc23)C1 (stereo unspecified),-3,-5,-2,-12,-5,-2.5,10,-5,nt,-3.3
CCN(CC)S(=O)(=O)c1ccc(C(=O)OCCNC(=O)c2cccnc2)cc1,9,-4,3,0,1,-1.5,-4,9,-27,nt
Cn1nccc1C(=O)N1CCCC(N2CCN(Cc3ccc4c(c3)OCO4)CC2)C1 (stereo unspecified),-1,-7,-1,-7,10,-2.0,1,5,1,-1.4
CCOc1cc(NC(=O)CCl)c(OCC)cc1NC(C)=O,7,-3,-1,-2,3,1.6,6,-8,2,-0.4
CN(Cc1ccccc1)CC(O)CN(C)Cc1ccccc1,2,0,-1,-4,5,2.0,1,3,9,0.3
COc1cccc(C(=O)Nc2ccc(S(=O)(=O)N3CCN(C)CC3)cc2)c1,-1,-3,-4,-4,9,0.8,-3,2,29,-1.9
O=C(OCC1OC(n2ccc(=O)[nH]c2=O)C(O)C1OC(=O)c1ccccc1)c1ccccc1 (stereo unspecified),-4,-5,1,1,11,-0.8,-2,-12,-3,0.8
COc1cc(SC)ccc1C(=O)NNC(=O)c1cc(C)oc1C,-1,7,1,-7,-7,1.7,nt,2,6,-1.2

# Source: PubChem
